MCL1 BIM primary: inhibitors of MCL1 binding to BIM-BH3, primary screen, biochemical, fluorescence polarization | GST-MCL1 / FITC-Bim-BH3 fluorescence polarization | inhibition, % at 10.9 µM | Induced myeloid leukemia cell differentiation protein Mcl-1 (Homo sapiens), Q07820 | 320,000 tested, 0.68% active | AID 2057, 2009;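 active = inhibition above the mean inhibition of all tested compounds plus 3 SD, set per campaign, cut at about 40% in these data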;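 note: 0% = DMSO wells and 100% = unlabeled Bim-BH3 peptide control; higher means more loss of mP so more displacement of Bim peptide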
Target sequence (Q07820 whole entry, looked up): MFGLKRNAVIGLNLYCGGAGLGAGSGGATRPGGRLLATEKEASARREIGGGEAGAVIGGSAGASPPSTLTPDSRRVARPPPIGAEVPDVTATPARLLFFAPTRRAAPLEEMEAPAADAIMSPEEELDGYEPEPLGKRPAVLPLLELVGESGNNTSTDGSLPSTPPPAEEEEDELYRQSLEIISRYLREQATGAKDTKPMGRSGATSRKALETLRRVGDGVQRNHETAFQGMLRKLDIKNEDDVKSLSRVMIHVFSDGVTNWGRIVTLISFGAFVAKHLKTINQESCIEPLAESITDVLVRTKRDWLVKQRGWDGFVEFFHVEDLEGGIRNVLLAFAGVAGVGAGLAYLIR
PME-1 inh: PME-1 inhibitors via competitive probe labeling, primary screen, biochemical, fluorescence polarization, FP-Rh probe, HTS. Protein phosphatase methylesterase 1 (Homo sapiens), Q9Y570. recombinant PME-1. inhibition, % at 5.9 µM. 320,000 tested, 0.53% active. AID 2130, 2009;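 active = inhibition above the campaign mean of all compounds plus 3 SD, cut at about 26% in these data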;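 note: competitive labeling of PME-1 active site by serine hydrolase directed probe; 0% = PME-1 with DMSO and 100% = wells lacking PME-1 enzyme; inhibitors block probe labeling so polarization falls and inhibition rises; many of its hits are not listed in these tables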
GRK2 aptamer HTS: compounds blocking aptamer binding on GRK2 – biochemical, human GRK2, bead flow cytometry, HTS, primary screen; Beta-adrenergic receptor kinase 1 (Homo sapiens), P25098; FAM-aptamer displacement from GRK2; inhibition of aptamer binding, % at 10 µM; 330,000 tested, 0.59% active; AID 488847, 2010;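 active = inhibition of aptamer binding above 40%, roughly 3 SD of noise, on plates passing a quality check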;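 note: median bead fluorescence of bound FAM aptamer so fluorescent compounds give negative values; no value below 0 was filed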
Fam108B inh: mouse Fam108B serine hydrolase inhibitors, primary screen, counter-screen for RBBP9 inhibitor project, biochemical, fluorescence polarization; 300,000 tested, 0.33% active; AID 1947, 2009; inhibition, % at 9.51 µM; recombinant Fam108B, FP-Rh probe fluorescence polarization;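 active = inhibition above the screen mean inhibition plus 3 SD, computed separately per campaign, cut at about 18% in these data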;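 note: inhibitors lower polarization as less probe binds the enzyme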
MEX-5 binding: MEX-5 zinc finger RNA-binding disruptors – biochemical, C. elegans, fluorescence polarization, MLPCN library, primary screen | 300,000 tested, 0.38% active | AID 1832, 2009 | MEX-5/FITC-TCR2 RNA binding; stronger effect = lower value | Zinc finger protein mex-5 (Caenorhabditis elegans), Q9XUB2 | activity score (negative = inhibition of binding), % at 10 µM;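 active = inhibition past about -25% in most replicates, and total fluorescence under double the plate's negative control median, limit read from the data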;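 note: 0% = DMSO and -100% = 5 µM competing unlabeled TCR2 RNA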
Target sequence (Q9XUB2 whole entry, looked up): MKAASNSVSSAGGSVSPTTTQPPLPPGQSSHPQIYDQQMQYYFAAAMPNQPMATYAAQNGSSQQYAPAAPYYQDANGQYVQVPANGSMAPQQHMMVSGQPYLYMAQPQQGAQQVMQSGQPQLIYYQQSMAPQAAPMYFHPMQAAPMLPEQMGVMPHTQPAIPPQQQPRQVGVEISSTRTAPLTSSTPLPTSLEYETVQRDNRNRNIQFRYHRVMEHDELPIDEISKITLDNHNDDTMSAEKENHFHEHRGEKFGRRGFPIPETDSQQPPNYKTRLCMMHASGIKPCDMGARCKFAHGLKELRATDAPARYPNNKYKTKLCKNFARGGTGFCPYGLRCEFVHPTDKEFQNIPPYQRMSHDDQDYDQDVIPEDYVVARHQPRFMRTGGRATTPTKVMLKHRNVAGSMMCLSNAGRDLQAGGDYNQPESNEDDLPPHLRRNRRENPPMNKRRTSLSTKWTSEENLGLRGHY
VLA-4 inh: inhibition in human VLA-4 binding assay, primary screen, VLA-4 allosteric modulator project, MLPCN library, flow cytometry, VLA-4 expressing cells. Integrin alpha-4 (Homo sapiens), P13612. ligand binding flow cytometry. inhibition, % (about 7 µM as worked out from the volumes in the protocol). 330,000 tested, 0.2% active. AID 2557, 2010; in the data active = inhibition above about 50%
GLD-1 TGE inh: GLD-1/TGE RNA complex disruptors, primary screen, biochemical, fluorescence polarization; Female germline-specific tumor suppressor gld-1 (Caenorhabditis elegans), Q17339; purified GLD-1 + fluorescein TGE RNA; inhibition, % at 5.96 µM; 320,000 tested, 0.44% active; AID 2280, 2010;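 active = percent inhibition above a per-plate cutoff, the plate mean of test compounds plus 3 SD, cut at about 30% in these data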;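 note: 0% = DMSO wells with GLD-1 and probe and 100% = wells lacking GLD-1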
Bcl-xL primary: inhibitors of human Bcl-xL, primary screen, biochemical, fluorescence polarization, HTS; inhibition, % at 10.9 µM; Bcl-2-like protein 1 (Homo sapiens), Q07817; 320,000 tested, 0.7% active; AID 2129, 2009; GST-Bcl-xL / FITC-Bim BH3 peptide fluorescence polarization;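 active = inhibition above the mean of all tested compounds plus 3 SD, cutoff set per campaign, cut at about 30% in these data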;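 note: 0% = DMSO wells and 100% = unlabeled Bim-BH3 peptide competitor; inhibitors lower millipolarization by displacing the labeled peptide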
Target sequence (Q07817 whole entry, looked up): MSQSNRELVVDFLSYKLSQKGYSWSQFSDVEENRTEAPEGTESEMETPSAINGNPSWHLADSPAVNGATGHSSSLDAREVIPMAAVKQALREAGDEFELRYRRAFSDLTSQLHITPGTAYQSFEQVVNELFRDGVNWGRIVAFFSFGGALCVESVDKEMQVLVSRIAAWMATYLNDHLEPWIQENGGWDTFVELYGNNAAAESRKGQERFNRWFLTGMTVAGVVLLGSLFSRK
Efflux pump mplx: inhibitors of Candida efflux pumps in yeast, primary screen, S. cerevisiae, Nile Red, multiplex; inhibition, % at 10 µM; 330,000 tested, 0.44% active; S. cerevisiae Candida pump triplex;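 active = plate passing quality check with inhibition over a set limit, or well fluorescence over plate mean plus 4 SD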;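 note: Nile Red retained in pooled yeast measured as flow cytometry median fluorescence; 0% = buffer negative control and 100% = Enniatin B positive control; higher means more Nile Red kept so more efflux inhibition; some compounds called inactive have numbers as strong as hits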
The depositor's hits bear a star; nt = no result given.

SMILES	MCL1 BIM primary	PME-1 inh	GRK2 aptamer HTS	Fam108B inh	MEX-5 binding	VLA-4 inh	GLD-1 TGE inh	Bcl-xL primary	Efflux pump mplx
CNC(=O)c1cccc2nc3ccccc3nc12	3	0	1	2	-1.4	1	3	8	0.0
O=C1OC2(CCCCC2)OC(=O)C1=CNc1nc2ccccc2s1	-2	4	0	3	-12	2	5	2	0.1
Cc1ccc(O)c(-c2cc3ccccc3[nH]2)c1	-6	16	2	8	5.1	9	12	-4	0.0
CC(=O)c1ccc(OCc2cc(C(=O)N3CCCCCCC3)no2)cc1	nt	nt	0	nt	0.5	-4	nt	nt	3.3
CCCCc1c(O)c2ccccc2[nH]c1=O	-8	-3	2	-4	-2.2	-2	-4	-3	0.0
CC(=O)Nc1ccc(NS(=O)(=O)c2cc(C)sc2C)cc1	-5	-1	1	0	-0.9	-2	0	1	0.0
Cc1cccc(-c2nc3ccccc3c3nncn23)c1	2	0	2	-2	-5.3	-13	4	25	0.2
COc1ccc(S(=O)(=O)n2oc(=O)cc2-c2ccccc2)cc1	-3	2	3	-4	0.5	-10	4	-2	0.2
O=C(CSc1nnnn1Cc1ccccc1)N1CCN(c2ccccc2)CC1	-20	-4	0	1	nt	7	-2	-12	0.3
Cn1c(/C(C#N)=N/O)nc2ccccc21	2	-6	1	-1	1.0	-9	6	7	0.0
CCOC(=O)CNC(=O)Cn1cnc2sc(C)c(S(=O)(=O)N3CCC(C)CC3)c2c1=O	3	1	2	2	-0.6	-2	6	7	0.0
C=CCc1cc(C=O)cc(OCC)c1OCc1ccc(Cl)cc1	1	-5	0	-1	0.8	23	-2	2	0.1
CC(C)CC(=O)N(Cc1ccc(F)cc1)C1CCS(=O)(=O)C1 (stereo unspecified)	3	2	4	-2	-2.7	6	2	1	0.0
CCC(C)NC(=O)/C=C1\Sc2ccccc2NC1=O (stereo unspecified)	12	6	1	-4	-1.8	15	3	9	-1.2
CCn1c(SCC(=O)Nc2ccc(C(=O)OC)cc2)nnc1-c1cccs1	-1	2	2	-4	-1.9	4	5	2	0.1

Just PME-1 inh and MCL1 BIM primary, for some of the entries so far:
| smiles | PME-1 inh | MCL1 BIM primary |
| --- | --- | --- |
| O=C1OC2(CCCCC2)OC(=O)C1=CNc1nc2ccccc2s1 | 4 | -2 |
| Cc1ccc(O)c(-c2cc3ccccc3[nH]2)c1 | 16 | -6 |

Other compounds follow.
SMILES	MCL1 BIM primary	PME-1 inh	GRK2 aptamer HTS	Fam108B inh	MEX-5 binding	VLA-4 inh	GLD-1 TGE inh	Bcl-xL primary	Efflux pump mplx
CCOC(=O)Cn1cnc2c(cnn2-c2ccccc2)c1=O	8	-2	0	4	1.9	5	3	4	0.0
CCOc1cc(C)c(C(C)C)cc1S(=O)(=O)NCc1ccccn1	0	-1	0	1	-2.7	20	5	5	-0.1
CCOC(=O)Nc1ccc(OC)cc1S(=O)(=O)N1CCCCC1	9	-8	5	0	5.2	-6	5	1	0.2
Cc1cc(-c2ccc(C(C)C)c(S(=O)(=O)N3CCC(C)CC3)c2)on1	-3	4	0	-5	0.7	28	4	2	-0.1
Cc1[nH]c2ccccc2c1C(c1ccncc1)N1CCN(c2ccc(F)cc2)CC1 (stereo unspecified)	1	3	3	2	1.1	38	0	-4	0.0
COc1ccc(Br)cc1CNc1ccc2[nH]c(=O)[nH]c2c1	6	5	0	0	0.5	8	0	6	0.8
COc1ccc(S(=O)(=O)N2CCN(CCOc3ccc(Br)cc3)CC2)cc1OC	-6	2	8	nt	nt	0	2	1	-0.2
COc1ccc(CCNC(=O)CCc2ccc(S(=O)(=O)NCC(C)C)cc2)cc1OC	10	9	1	1	1.5	-9	9	3	0.0
CC1(C)Cc2c(sc(/N=C/N3CCCCCC3)c2C#N)C(C)(C)N1	-4	-6	0	2	0.0	12	1	0	0.2
CC(C)CN1CCN(CCCc2ccccc2)C(CCO)C1 (stereo unspecified)	-6	2	1	-2	4.0	1	0	-1	0.0
O=C(Nc1cc2cccc([N+](=O)[O-])c2oc1=O)c1cccs1	7	7	1	-2	1.9	2	-1	-3	0.1
O=C(/C=C/c1ccccc1[N+](=O)[O-])c1ccc(F)cc1	4	-2	2	-3	-3.6	4	-3	6	-0.1
O=C(NCc1ccco1)c1cc([N+](=O)[O-])ccc1N1CCOCC1	-8	-4	1	0	-0.4	4	0	1	0.4
O=C(NCC1CCCO1)C(C(=O)c1ccccc1)n1cc(Cl)ccc1=O (stereo unspecified)	-4	-4	0	1	-0.7	6	4	0	0.0
O=C(NCCN1CCOCC1)c1cc(-c2ccc(Cl)s2)nc2ccccc12	4	-1	0	-4	-1.7	0	2	10	0.2
O=C(Nc1ccncc1)c1ccc(N2CCCC2=O)cc1	3	-5	0	-3	-2.1	-3	2	-1	0.1
COc1cc2cc(CN(CCN3CCOCC3)C(=O)Nc3ccc(F)cc3)c(=O)[nH]c2cc1OC	-4	3	0	2	-0.4	7	0	2	0.0
COc1ccccc1NC(=O)N(Cc1ccc2c(c1)OCO2)Cc1nc2ccccc2c(=O)[nH]1	6	1	2	3	-0.7	1	2	-1	0.0
CC(C)c1ccc(N2CC(C(=O)Nc3nccs3)CC2=O)cc1 (stereo unspecified)	3	8	0	-6	0.9	5	7	-1	-0.1
Cc1ccc(N=Cc2c(O)c3ccccc3n(C)c2=O)cc1	nt	nt	0	nt	-0.7	7	nt	nt	0.1
COc1cccc(Nc2nc3cc(OC)ccc3cc2C#N)c1	0	-9	3	-11	1.9	-11	-1	4	-0.1
Fc1ccc(NC(=S)N2CCN(c3cccc(C(F)(F)F)c3)CC2)cc1	4	10	2	2	-1.8	8	4	-3	0.4
O=C(NCCS(=O)(=O)N1CCN(c2cccc(Cl)c2)CC1)C1CC1	1	-6	0	1	2.3	8	-4	9	-0.1
CC(=O)CCS(=O)(=O)c1ccc(Oc2ccc(S(=O)(=O)CCC(C)=O)cc2)cc1	-1	4	0	0	-4.6	-4	-3	5	0.1
CCn1cc(CNC(=O)c2cc(COc3ccc(F)cc3Cl)on2)cn1	-2	0	0	-6	0.7	-2	2	3	0.0
Cc1nc(SCC(=O)NC(C)(C)C)c2c(-c3cccs3)csc2n1	-3	13	2	2	0.1	12	-1	-4	0.1
CC(C)C(=O)Nc1ccc(C(=O)NNC(=O)NC2CCCCC2)cc1	0	-3	0	-2	0.3	5	5	-5	-0.1
CC(=O)c1ccc(N2CCN(C(=O)c3cc(-c4ccncc4)nc4ccc(Br)cc34)CC2)cc1	-6	6	17	2	-2.5	-1	8	2	-0.1
Cc1[nH]c(=O)c(C#N)c(C)c1CCC(=O)NCc1ccc(Cl)cc1	-28	-6	12	-7	-6.1	2	-7	-12	4.0
O=C(CN1CCCCCC1)Nc1ccc(F)c(F)c1F	2	3	0	1	-0.5	9	-6	2	0.1
O=C(CNC(=O)c1cccc(N2C(=O)c3ccccc3C2=O)c1)Nc1ccc(F)c(F)c1	4	-55	0	nt	nt	16	-2	3	0.1
C[C@@]12CCC3[C@@](CC[C@@H]4[C@](C)(C(=O)O)CCC[C@@]34C)(C[C@H]1O)C2 (stereo partly specified)	-1	1	0	3	-3.1	5	-13	3	0.2
Cc1ccccc1NC1(C#N)C(=O)Nc2ccccc21 (stereo unspecified)	5	4	2	-1	0.0	7	-2	2	-0.1
COc1cccc(OCc2cc(C(=O)NCc3cnc4ccccn34)no2)c1	9	3	1	1	0.2	6	-5	2	-0.3
Cc1ccc(N2CCN(C(=O)NC3CCCCC3)CC2)c(C)c1	14	-2	3	4	1.1	17	-2	5	0.0
O=C(Nc1ccc2c(c1)OCO2)Nc1ccccc1F	1	11	1	0	0.6	-22	0	1	0.1
CN(c1ccccc1)c1nc(N)c([N+](=O)[O-])c(NCc2ccco2)n1	1	-2	0	1	-0.6	-7	-3	8	-0.3
CS(=O)(=O)N1N=C(c2ccco2)CC1c1cccc([N+](=O)[O-])c1 (stereo unspecified)	5	-8	0	4	1.0	7	7	6	0.2
CC1(c2ccc3ccccc3c2)NC(=O)N(CC(=O)N2CCC(C(N)=O)CC2)C1=O (stereo unspecified)	-2	-2	3	4	3.0	17	-1	0	0.1
O=C(CSc1nc2ccccc2[nH]1)c1cccs1	-7	-6	7	-4	-3.7	1	-2	-5	0.2
Cc1noc(C)c1S(=O)(=O)N1CCCC(C(=O)c2cccc(OC(C)C)c2)C1 (stereo unspecified)	7	2	1	0	-1.1	12	0	8	0.2
COc1ccccc1C(=O)NCCC(=O)Nc1cccc(C)n1	0	6	0	2	-0.3	14	-2	5	0.1
C=CCn1c(COc2ccccc2F)nnc1SCC(=O)c1c[nH]c2ccccc12	-2	-8	0	0	1.7	-13	8	1	0.0
Cn1c(Cn2nnc3ccccc32)nnc1SCC(=O)N1c2ccccc2CCc2ccccc21	-3	2	2	-3	1.2	11	5	1	0.1
CCOc1ccc(NC(=O)c2cn(CC(C)C)c(=O)c3c2c2ccccc2n3C)cc1	4	-2	1	-4	0.8	-4	9	5	-0.3
COc1ccc(CN(C)C(=O)CC(c2ccccc2)c2ccccc2)cc1	0	-2	1	-2	0.8	2	-4	3	-0.1
Cc1cccc(-c2nc3cc([N+](=O)[O-])ccc3o2)c1	5	-6	2	0	1.9	5	5	7	-0.1
CC(C)(C)C(=O)CN1C2=NCCN2c2ccccc21	-8	-2	2	0	-1.2	1	-4	-3	-0.2
Cn1c(NC(=O)c2ccc(C(C)(C)C)cc2)cc(=O)n(C)c1=O	2	-1	1	-1	nt	53*	1	2	0.1
COc1ccc2cc(C(=O)N3CCN(c4ccc(F)cc4)CC3)[nH]c2c1	3	-4	0	-3	0.8	0	0	7	0.1
Nc1cc(N)nc(SCC(=O)NCc2ccc3c(c2)OCO3)n1	nt	nt	4	nt	nt	2	1	nt	-0.2
COc1ccc(C2C3=C(CC(C)(C)CC3=O)N(C)C3=C2C(=O)CC(C)(C)C3)cc1OC	3	6	6	0	3.5	11	-1	5	0.2
CCC(C)c1ccccc1NC(=S)NC(=O)c1ccco1 (stereo unspecified)	3	-4	0	-1	1.0	3	7	1	0.0
O=C(O)/C=C/C(=O)NCc1ccccc1	2	2	6	-3	1.0	13	0	5	0.1
Cc1c(-c2ccccc2Cl)nc2ccccc2c1C(=O)O	3	4	1	2	-2.8	1	3	2	-0.1
O=C(CSc1nnc(-c2ccccc2F)n1C1CCCCC1)Nc1cc(C(=O)O)ccc1Cl	nt	nt	2	nt	nt	-2	-3	nt	0.1
O=C1N(S(=O)(=O)c2ccccc2F)C(=O)C2(CCCC2)N1S(=O)(=O)c1ccccc1F	-2	11	5	0	0.7	-6	-11	2	-0.2

Screens (PubChem)

Some of the compounds tested, so the mix of outcomes need not match the whole.
